NPY-Y1 antag – blocks the human neuropeptide Y Y1 receptor; HEK293-CNG Y1 cells, membrane potential fluorescence; NPY at EC95, then isoproterenol; hit rate 1% among 200,000; inhibition, % at 3.6 µM;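 active = inhibition above the campaign mean inhibition of all tested compounds plus 3 SD, cut at about 20% in these data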;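 note: 0% = DMSO wells given NPY plus isoproterenol and 100% = isoproterenol alone without NPY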
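Assay system: HEK293 cells with Y1 receptor plus CNG channel | Probe or stimulus: NPY (25 nM), isoproterenol (1 µM), Ro 20-1724 (25 µM) | Timing: Compound incubation 1 h at room temperature, readout 45 min post-stimulation | Measured by: Membrane-potential fluorescent dye readout | Benchmarks: High control isoproterenol alone, low control NPY with isoproterenol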
EP2 modulator – EP2 receptor (human) modulation. EP2-expressing cells, cAMP HTRF FRET, PGE2 co-stimulation. induction, % at 25 µM. hit rate 0.83% among 260,000. AID 940;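 active = compounds whose cAMP rise, as percent of the full-agonist control response, exceeds 60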;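 note: rat C6 glioma line stably carrying human EP2 under a CMV promoter; the protocol text gives 20 µM as final concentration; 100% = response of wells given 1 µM PGE2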
NPY-Y2 PAM-ag – human NPY-Y2 potentiation or agonism, primary screen; P49146; cells expressing NPY-Y2, potentiator/agonist read-out; activation, % at 3.6 µM; hit rate 0.45% among 220,000; in the data active = activation above about 27%;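 note: cells stimulated with NPY near EC25 plus isoproterenol at EC100; 0% = vehicle plus submaximal agonist and 100% = vehicle plus saturating agonist; some results beyond the cut were filed as inactive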
TRPN1 ag – activates the zebrafish TRPN1 channel; hit rate 0.18% among 220,000; HEK293 zebrafish TRPN1-YFP, Fluo-8 calcium fluorescence; 100% = response to 87 µM carbachol; activation, % at 3 µM;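 active = activation above its plate's cutoff, the mean activation of test wells on that plate plus 3 SD, cut at about 19% in these data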;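 note: 0% = DMSO alone and 100% = 87 µM carbachol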
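Control set: carbachol 87 µM as high control, DMSO as low control; system: HEK293 stable line with zebrafish TRPN1-YFP; read-out: % activation versus carbachol response; detection: intracellular calcium fluorescence with Fluo-8; doses: single test compound dose, 3 µM nominal, 0.3% DMSO; schedule: dye 1 h 37 °C plus 30 min RT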
CHOP inhibitor – CHOP inhibition in unfolded protein response; inhibition, % at 10 µM; AID 2732; hit rate 3.8% among 220,000; CHO-K1 CHOP-promoter luciferase, tunicamycin-induced, 15-18 h;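 active = compounds that reduced the stress-induced luciferase reporter signal by more than about 70% of percent inhibition, limit read from the data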;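 note: 0% = tunicamycin plus vehicle and 100% = wells without tunicamycin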
S1P4 antagonist – human S1P4 receptor antagonism; O95977; S1P4-expressing cells, antagonist mode, reporter read-out; inhibition, % at 4.98 µM; hit rate 0.26% among 220,000; in the data active = inhibition above about 29%;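 note: 0% = wells stimulated with agonist and 100% = vehicle wells without agonist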
Target sequence (O95977 whole entry, looked up): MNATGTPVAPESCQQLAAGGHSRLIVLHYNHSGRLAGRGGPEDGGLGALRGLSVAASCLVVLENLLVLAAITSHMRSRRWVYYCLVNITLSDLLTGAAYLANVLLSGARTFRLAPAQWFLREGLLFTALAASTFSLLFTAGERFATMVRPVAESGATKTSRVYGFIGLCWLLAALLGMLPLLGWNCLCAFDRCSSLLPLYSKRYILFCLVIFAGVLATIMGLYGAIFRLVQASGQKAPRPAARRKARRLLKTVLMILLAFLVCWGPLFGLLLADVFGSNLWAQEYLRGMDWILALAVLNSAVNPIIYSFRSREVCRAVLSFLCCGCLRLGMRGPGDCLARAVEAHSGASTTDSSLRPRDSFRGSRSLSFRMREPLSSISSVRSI
TRPML3 agonist – agonists of human TRPML3 channel. Q8TDD5. HEK293 TRPML3-YFP, Fluo-8 calcium fluorescence; 100% = the carbachol control signal. activation, % at 3 µM. hit rate 0.29% among 220,000. AID 1448;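 active = activation above its plate's cutoff, the mean activation of the plate's test wells plus 3 SD, cut at about 12% in these data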;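 note: 0% = DMSO only wells and 100% = carbachol wells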
Target sequence (Q8TDD5 whole entry, looked up): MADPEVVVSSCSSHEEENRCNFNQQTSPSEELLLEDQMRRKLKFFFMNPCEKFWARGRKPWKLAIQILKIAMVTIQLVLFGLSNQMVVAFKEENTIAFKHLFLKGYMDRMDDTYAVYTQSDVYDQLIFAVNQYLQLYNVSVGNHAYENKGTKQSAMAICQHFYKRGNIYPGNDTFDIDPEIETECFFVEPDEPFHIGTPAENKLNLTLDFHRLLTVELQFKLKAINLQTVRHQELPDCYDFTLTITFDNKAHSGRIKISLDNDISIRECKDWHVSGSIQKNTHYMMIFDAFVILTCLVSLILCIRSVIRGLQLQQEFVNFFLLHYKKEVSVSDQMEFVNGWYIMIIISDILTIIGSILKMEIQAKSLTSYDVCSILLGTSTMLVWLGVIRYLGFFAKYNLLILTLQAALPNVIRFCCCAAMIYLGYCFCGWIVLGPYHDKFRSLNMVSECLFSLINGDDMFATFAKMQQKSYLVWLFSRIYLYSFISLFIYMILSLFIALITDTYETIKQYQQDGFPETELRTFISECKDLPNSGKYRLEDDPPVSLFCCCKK
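Test system – HEK293 line with stable expression of human TRPML3-YFP channel · Control set – carbachol 87 µM final as high control (100%), DMSO as low control (0%) · Signal – Fluo-8 calcium dye fluorescence, ex 470-495, em 515-575 nm · Incubation – 1-h 37 °C dye load, 5-s basal, 120-s post-compound reads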
S1P4 ag – agonists of human S1P4 receptor; O95977; S1P4-expressing cell line, agonist reporter assay; activation, % at 4.98 µM; hit rate 0.35% among 220,000; AID 1509; in the data active = activation above about 11%;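 note: 0% = DMSO vehicle and 100% = reference agonist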
NPY1 pot ag – human NPY-Y1 potentiation or agonism, primary screen | P25929 | NPY-Y1 expressing cells, potentiator/agonist activation | activation, % at 3.6 µM | hit rate 0.37% among 220,000; in the data active = activation above about 33%, passing the limit was not always enough;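 note: cells stimulated with NPY at EC10 then isoproterenol at EC100; 0% = low agonist plus stimulus and 100% = saturating agonist plus stimulus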
* hit, by the source's call; x = not tested or not shown; & = joins results of further samples.

cpd | Structure | NPY-Y1 antag | EP2 modulator | NPY-Y2 PAM-ag | TRPN1 ag | CHOP inhibitor
1 | CCN(CC)c1ccc(CNc2nc3ccccc3n2C(C)C)cc1 | x | 41 | -3 | -0.9 | 9
2 | O=C(NC1CCCCC1)Nn1c(-c2ccccc2)nc2ccccc2c1=O | 4 | 18 | 3 | -0.7 | -3
3 | CCOc1ccc(C(c2c(O)nc(SC)n(C)c2=O)c2c(O)nc(SC)n(C)c2=O)cc1 | 5 | 19 | -3 | -1.0 | -9
4 | Cc1ccc(C(=O)NNC(=O)Cn2nnc3ccccc32)cc1 | x | -4&13 | -1 | -0.7 | -1
5 | COc1cc2[nH]c(=O)n(Cc3ccc(C(=O)NC4CCCC4)cc3)c(=O)c2cc1OC | 4 | 34 | 6 | 0.1 | -16
6 | O=C(CC(c1ccccc1)c1cc(Br)ccc1O)N1CCCC1 (stereo not given) | 1 | 10 | 10 | -2.0 | 8
7 | CCOC(=O)C1=C(N)Oc2cc(O)ccc2C1c1cccc([N+](=O)[O-])c1 (stereo not given) | 8 | 21 | 4 | -1.0 | 18
8 | Cc1ccc(/C=N/NC(=O)CSc2nc3ccccc3c(=O)n2-c2ccccc2C)s1 | -5 | 3 | 10 | 3.2 | 21
9 | CC(C)NC(=O)CC(=O)N/N=C\c1ccccc1C(=O)O | -1 | 27 | -1 | 0.7 | -9
10 | C=CCn1c(SCC(C)=O)nnc1-c1ccc2ncccc2c1 | x | 25 | -6 | 0.9 | -2
11 | Nn1c(C2COc3ccccc3O2)n[nH]c1=S (stereo not given) | x | -7 | -6 | -0.1 | 4
12 | O=C1NCC(c2ccccc2)C1C(=O)N/N=C\c1ccc(-c2ccc(Cl)c(Cl)c2)o1 (stereo not given) | -2 | -49 | -8 | -0.6 | 30

cpd | S1P4 antagonist | TRPML3 agonist | S1P4 ag | NPY1 pot ag
1 | 3 | 0.1 | -0.3 | -7
2 | -22 | 0.0 | 0.8 | 2
3 | -20 | -0.5 | -2.7 | -7
4 | -8 | 0.4 | -0.8 | -13
5 | -24 | 0.7 | 2.0 | -22
6 | 2 | -1.3 | -0.8 | 0
7 | -7 | 0.7 | -0.1 | 11
8 | 1 | 0.5 | -2.1 | -2
9 | 11 | 0.8 | -1.6 | 26
10 | 2 | 0.2 | 0.1 | 5
11 | 6 | 0.4 | -0.5 | -1
12 | 17 | -0.6 | -1.1 | -5

(list continues)
cpd | Structure | NPY-Y1 antag | EP2 modulator | NPY-Y2 PAM-ag | TRPN1 ag | CHOP inhibitor
13 | CCOc1ccc(NC(=O)C(=S)NC2CCCCC2)cc1 | -1 | 11 | 4 | 1.4 | 4
14 | CCc1nc(SCC(=O)Nc2c(C)nn(C)c2C)c2cnn(-c3ccccc3)c2n1 | -6 | -12 | -22 | 0.3 | 90*
15 | CC1CCCC(C)N1C(=O)c1cc(-c2cccs2)on1 (stereo not given) | 4 | -18 | -12 | 0.9 | -18
16 | COc1ccc(-c2cc3ccccc3n2CC(O)CN2CCOCC2)cc1 (stereo not given) | -3 | 16 | 6 | -0.8 | 9
17 | C=CCN(c1ccc(OC)cc1)S(=O)(=O)c1ccc(Cl)c(C(=O)OCC(=O)NC2CC2)c1 | -1 | 17 | -3 | 1.2 | -11
18 | COc1cccc(C(=O)CN2C3=NCCCN3c3ccccc32)c1 | 11 | 28 | -21 | -0.2 | 18
19 | CCOC(=O)CNS(=O)(=O)c1cc(-c2nn(C)c(=O)c3ccccc23)ccc1C | 4 | 5 | 13 | 2.1 | 28
20 | CSc1nc2c(C)c(C)c(C)c(C)c2[nH]1 | x | -13 | -6 | -1.8 | 26
21 | CCOC(=O)c1ccc(NS(=O)(=O)c2cc(C)ccc2OC)cc1 | 1 | -2 | -5 | -0.4 | 8
22 | CCC(C)(C)n1nnnc1C(c1ccc(O)c(OC)c1)N1CCN(c2nc3ccccc3s2)CC1 (stereo not given) | 9 | 11 | 13 | 0.1 | -33
23 | CCC(C)(C(=O)NC1CCCC1)N(C)C(=O)c1ccccn1 (stereo not given) | 3 | -19 | -9 | -0.4 | 16
24 | CCCc1cc(=O)[nH]c(SCc2ccc(F)cc2)n1 | x | 16 | -19 | -1.0 | -8

cpd | S1P4 antagonist | TRPML3 agonist | S1P4 ag | NPY1 pot ag
13 | 5 | 0.8 | 1.6 | 15
14 | -8 | 0.3 | -0.9 | 6
15 | -15 | -0.4 | -0.6 | -14
16 | 5 | 0.9 | -0.9 | 15
17 | -2 | -0.1 | 0.1 | -22
18 | -5 | 0.2 | -0.3 | -13
19 | 4 | 0.3 | 1.5 | 8
20 | -10 | -0.6 | -1.4 | -2
21 | -13 | -0.2 | -1.3 | -2
22 | -12 | 0.0 | 0.1 | 7
23 | -5 | 1.1 | -1.0 | -5
24 | -10 | -1.0 | 0.4 | 1

Later entries:
cpd | Structure | NPY-Y1 antag | EP2 modulator | NPY-Y2 PAM-ag | TRPN1 ag | CHOP inhibitor
25 | O=C(N/N=C/c1cccc(F)c1)c1csc2c1CCCC2 | 2 | -33 | -2 | -2.5 | -26
26 | CC(=O)c1c(C)[nH]c(C(=O)OCC(=O)N2c3ccccc3NC(=O)C2(C)C)c1C | 0 | -9 | 1 | 1.5 | 9
27 | CSCCC(NC(=O)c1ccc(Cl)cc1Cl)C(=O)OCC(N)=O (stereo not given) | x | 22 | -5 | 1.4 | 22
28 | Cc1cccc(NS(=O)(=O)c2cc(OCC(N)=O)c(C)cc2Cl)c1 | -4 | -5 | 4 | 0.1 | 19
29 | Cc1ccc(-n2c3nc(=O)n(C)c(=O)c-3cc3ccccc32)cc1 | x | 34 | -5 | 2.3 | -18
30 | Cc1cc(=O)[nH]c2n[nH]c(-c3ccccc3)c12 | -3 | 12&-17 | 9 | 0.8 | -20
31 | Cn1c(SCc2ccc(Cl)cc2)nc(C(F)(F)F)cc1=O | 9 | 26 | -14 | -1.2 | 73*
32 | Cc1ccc(C(=O)CC(=O)c2cc(Cl)ccc2O)cc1 | 6 | -2 | -9 | -1.4 | 102*
33 | Cc1sc(NC(=O)c2ccco2)c(C(Nc2ccccn2)c2ccccc2)c1C (stereo not given) | 0 | 31 | 5 | -0.9 | -9
34 | Cc1cc(N(C)C)c(C#N)c(=O)[nH]1 | 3 | 5 | 7 | 1.6 | 4
35 | CC(=O)c1c(N2CCN(Cc3ccccc3)CC2)nc(=S)n(-c2ccccc2)c1C | -2 | -10 | -4 | 1.1 | 16
36 | CCCCCN(C(=O)NC(=O)Nc1nncs1)S(C)(=O)=O | -1 | 39 | -11 | 0.5 | -1

cpd | S1P4 antagonist | TRPML3 agonist | S1P4 ag | NPY1 pot ag
25 | -5 | -1.3 | 0.1 | 19
26 | -5 | 0.4 | 1.1 | -10
27 | 9 | 0.9 | 1.4 | -16
28 | -9 | 0.3 | 1.8 | -2
29 | -5 | 0.9 | 0.6 | 6
30 | -6 | 0.4 | 2.3 | 7
31 | -1 | -0.2 | 1.4 | 3
32 | -5 | 0.3 | -0.7 | -27
33 | -18 | -0.4 | 0.4 | 20
34 | 6 | 0.8 | -2.4 | -7
35 | -11 | 0.7 | 1.1 | -1
36 | -3 | 0.4 | 0.5 | -10

Quoted from the listing.
TRPN1 ag result of Cc1ccc(C(=O)CC(=O)c2cc(Cl)ccc2O)cc1 = -1.4
EP2 modulator result of CC(=O)c1c(N2CCN(Cc3ccccc3)CC2)nc(=S)n(-c2ccccc2)c1C = -10
S1P4 ag result of Cc1cc(N(C)C)c(C#N)c(=O)[nH]1 = -2.4
NPY1 pot ag result of CCCCCN(C(=O)NC(=O)Nc1nncs1)S(C)(=O)=O = -10
NPY1 pot ag result of CC(=O)c1c(C)[nH]c(C(=O)OCC(=O)N2c3ccccc3NC(=O)C2(C)C)c1C = -10

(cont.)
cpd | Structure | NPY-Y1 antag | EP2 modulator | NPY-Y2 PAM-ag | TRPN1 ag | CHOP inhibitor
37 | NC(=O)C1CCN(C(=O)c2cc3ccccn3n2)CC1 | 11 | 9 | -3 | 1.0 | 0
38 | O=C(Nc1ccccc1)c1c2c(nc3ccccc13)CCCC2 | x | -6 | -13 | -1.6 | 14
39 | C/C(CCc1ccccc1)=N/NC(=O)C(=O)NCc1ccccc1 | -3 | -4 | -4 | -2.1 | 10
40 | Cc1cc(NC(=O)CC#N)n(-c2ccccc2)n1 | -1 | 29 | 0 | 0.7 | 2
41 | COC(=O)C1(C)NC(c2ccco2)C2C(=O)N(c3ccc(C)cc3)C(=O)C21 (stereo not given) | 2 | 8 | -6 | 0.0 | -1
42 | CCOC(=O)C(CCCCCCC(NC(C)=O)(C(=O)OCC)C(=O)OCC)(NC(C)=O)C(=O)OCC | x | 4 | -12 | 2.6 | -2
43 | CCn1cc(CNC(=O)CCc2nnc(CCC3CCCCC3)o2)cn1 | 5 | 23 | 2 | 0.3 | 4
44 | O=C(Cc1cccc(C(F)(F)F)c1)NCc1ccc(Cl)cc1Cl | -5 | -1 | 0 | -1.6 | 24
45 | C/C(=N\NC(=O)CCCNc1ccccc1)c1ccncc1 | 1 | 20 | 0 | 0.2 | 5
46 | O=C(COC(=O)CCc1c[nH]c2ccccc12)Nc1cc([N+](=O)[O-])ccc1Cl | 27* | -47 | -3 | -0.9 | 21
47 | O=C(O)C1CCCN1S(=O)(=O)c1ccc2[nH]c(=O)c(=O)[nH]c2c1 (stereo not given) | 7 | 8 | 6 | -1.0 | 8
48 | CC(=O)Nc1ccc(S(=O)(=O)Oc2ccc(/C=C3\SC(N)=NC3=O)cc2)cc1 | 2 | -61 | 4 | 0.9 | 8
49 | CCCc1nc(SCC(=O)c2ccccc2)c2c(=O)n(C)c(=O)n(C)c2n1 | 4 | 29 | -10 | 0.9 | 74*

cpd | S1P4 antagonist | TRPML3 agonist | S1P4 ag | NPY1 pot ag
37 | -6 | 0.6 | -1.3 | 3
38 | -3 | -0.4 | 0.1 | -35
39 | -3 | -0.8 | -3.5 | -5
40 | -11 | -0.1 | 0.2 | 2
41 | 16 | 0.1 | -0.4 | -2
42 | 2 | 0.7 | -0.7 | 3
43 | 1 | 0.1 | 0.2 | -6
44 | -11 | 0.7 | -1.1 | 19
45 | -10 | 0.5 | -0.2 | 2
46 | 12 | 0.0 | -0.7 | -24
47 | -14 | 1.3 | -0.6 | -4
48 | 7 | 0.9 | -1.3 | -3
49 | -20 | 0.3 | 4.2 | -1

Laid out differently: entries from further up.
Below each SMILES – NPY-Y1 antag	EP2 modulator	NPY-Y2 PAM-ag	TRPN1 ag	CHOP inhibitor	S1P4 antagonist	TRPML3 agonist	S1P4 ag	NPY1 pot ag
48) CC(=O)Nc1ccc(S(=O)(=O)Oc2ccc(/C=C3\SC(N)=NC3=O)cc2)cc1
→ 2	-61	4	0.9	8	7	0.9	-1.3	-3
44) O=C(Cc1cccc(C(F)(F)F)c1)NCc1ccc(Cl)cc1Cl
→ -5	-1	0	-1.6	24	-11	0.7	-1.1	19

Screens (PubChem)
